influenza NS1A = H1N1 influenza NS1A inhibitors, functional cell based assay (AID 504329); actives 0.3% (n = 340,000); inhibition, % at 12.5 µM, or IC50 in µM where a hit was titrated; NS1A functional cell-based assay, percent inhibition; higher % means a stronger effect; in the data active means a potency from the dose series; inconclusive means inhibition above about 27% without an active follow-up result; further: strong numbers were not always called active
PhoP GFP inhibition = PhoP regulon inhibitors, Salmonella typhi PhoP promoter GFP reporter, confirmatory (AID 1850); actives 0.33% (n = 310,000); Salmonella Typhi PhoP-promoter GFP reporter, fluorescence, 4 h; higher % means a stronger effect; one-dose inhibition, % at 50 µM; IC50 in µM for titrated hits; in the data active means a potency from the dose series; inconclusive means inhibition mostly from about 25% at the one dose, without a potency; inactive means the rest, 99 in 100 with inhibition below about 19%;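 further: 0% = induced wells with vehicle and 100% = uninduced wells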
VEEV TC-83 Vero = inhibitors of VEEV TC-83 cytopathic effect, confirmation, Vero cells (AID 588727); Vero cells, VEEV TC-83 cytopathic effect inhibition; higher % means a stronger effect; actives 0.13% (n = 350,000); inhibition, % at 20 µM, or IC50 in µM where a hit was titrated; in the data active means a potency from the dose series; inconclusive means inhibition mostly from about 14% at the one dose, without a potency; inactive means the rest, 99 in 100 with inhibition below about 12%; further: strong numbers were not always called active
tuberculosis growth = growth inhibition of non-replicating M. tuberculosis (AID 488890); Mycobacterium tuberculosis non-replicating, growth inhibition; higher % means a stronger effect; inhibition, % at 25 µM, or IC50 in µM where a hit was titrated; actives 0.39% (n = 320,000); in the data active means a potency from the dose series; inconclusive means inhibition mostly from about 82% at the one dose, without a potency; inactive means the rest, 99 in 100 with inhibition below about 76%;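 further: plate controls were DMSO cells for no effect and high antibiotic wells for full effect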
H37Rv inhibition = M. tuberculosis growth inhibition, HTS (AID 449762); M. tuberculosis H37Rv growth inhibition, 7H9 media; higher % means a stronger effect; one-dose inhibition, % at 25 µM; IC50 in µM for titrated hits; actives 0.59% (n = 330,000); in the data active means a potency from the dose series; inconclusive means inhibition above about 70% without an active follow-up result;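 further: bacterial growth assessed after seven days of incubation; strong numbers were not always called active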
An asterisk follows results filed as active.

Results for CCN(CC)CCNC(=O)/C(=C/c1cn(CC)c2ccccc12)NC(=O)c1cc(OC)c(OC)c(OC)c1 ?
influenza NS1A: 1%; PhoP GFP inhibition: 8%; VEEV TC-83 Vero: 0.9%; tuberculosis growth: 14%; H37Rv inhibition: 5%

How did COc1ccc2nc(NC(=O)c3cccs3)sc2c1 do in these assays?
PhoP GFP inhibition: 9%; VEEV TC-83 Vero: 3.5%; tuberculosis growth: 54%; H37Rv inhibition: -4%

What do the screens show for `CCOC(=O)C1CCN(C(=O)c2ccc(Cl)c(Cl)c2)CC1`?
influenza NS1A: -11%; PhoP GFP inhibition: -7%; VEEV TC-83 Vero: 1.0%; tuberculosis growth: 16%; H37Rv inhibition: 8%

How did Cc1ccc(Cn2c(C(C)Nc3nc(-c4ccc(F)cc4)cs3)nc3cc(Cl)c(Cl)cc32)cc1 (stereo unspecified) do in these assays?
influenza NS1A: 2%; PhoP GFP inhibition: 8%; VEEV TC-83 Vero: 3.2%; tuberculosis growth: 28%; H37Rv inhibition: 2%

What do the screens show for `CCOc1ccccc1CNC(=O)C1CCN(c2nnc(C)c3c(C)n(-c4ccc(C)cc4)nc23)CC1`?
influenza NS1A: -6%; PhoP GFP inhibition: -15%; VEEV TC-83 Vero: inactive; tuberculosis growth: 51%; H37Rv inhibition: 54%

What do the screens show for `CNCC(=O)N1CCN(c2ncc(C(F)(F)F)cc2Cl)CC1`?
influenza NS1A: 1%; PhoP GFP inhibition: 10%; VEEV TC-83 Vero: 0.1%; tuberculosis growth: -1%; H37Rv inhibition: 2%

Results for C/C(=N/NC(=O)CNC(=O)C(c1ccccc1)c1ccccc1)c1ccco1 ?
influenza NS1A: -2%; PhoP GFP inhibition: 3%; VEEV TC-83 Vero: 0.2%; tuberculosis growth: -1%; H37Rv inhibition: -10%

How did O=C(C1CCCO1)N(c1cccc(Cl)c1)C1C=CS(=O)(=O)C1 (stereo unspecified) do in these assays?
influenza NS1A: -10%; PhoP GFP inhibition: 1%; VEEV TC-83 Vero: 0.5%; tuberculosis growth: -7%; H37Rv inhibition: -2%

What do the screens show for `CC(NC(=O)c1ccc(-c2ccccc2)cc1)C(c1ccccc1)N1CCOCC1` (stereo unspecified)?
influenza NS1A: -4%; VEEV TC-83 Vero: 2.5%; tuberculosis growth: 40%; H37Rv inhibition: 3%

How did Cc1ccc(N)cc1NC(=O)CN1CCOCC1 do in these assays?
influenza NS1A: -1%; PhoP GFP inhibition: -4%; VEEV TC-83 Vero: 0.5%; tuberculosis growth: 7%; H37Rv inhibition: -7%

Results for CC(=O)Nc1ccc(C(=O)NCCN2CCOCC2)cc1 ?
influenza NS1A: -16%; PhoP GFP inhibition: 8%; VEEV TC-83 Vero: inactive; tuberculosis growth: -13%; H37Rv inhibition: 7%

Results for Cc1ccccc1C(=O)Nc1ccccc1N1CCCCC1 ?
influenza NS1A: 2%; PhoP GFP inhibition: -6%; VEEV TC-83 Vero: inactive; tuberculosis growth: 71%; H37Rv inhibition: 10%

How did Cc1cc(CNC(=O)c2cc(COc3c(F)cccc3F)on2)nn1C do in these assays?
influenza NS1A: 5%; PhoP GFP inhibition: -3%; VEEV TC-83 Vero: 0.8%; tuberculosis growth: 12%; H37Rv inhibition: 1%

Results for CCc1cc(=O)oc2c3c(cc(OCC(=O)NCCCn4ccnc4)c12)OC(C)(C)CC3 ?
influenza NS1A: -9%; PhoP GFP inhibition: -6%; VEEV TC-83 Vero: 4.1%; tuberculosis growth: 2%; H37Rv inhibition: -3%

What do the screens show for `O=C(CSc1ncn[nH]1)NCCOc1ccccc1`?
influenza NS1A: -5%; PhoP GFP inhibition: -2%; VEEV TC-83 Vero: 1.1%; tuberculosis growth: -8%; H37Rv inhibition: 4%

What do the screens show for `Cc1ccc(C(C)(O)CS(=O)(=O)Cc2ccccc2Cl)cc1` (stereo unspecified)?
influenza NS1A: 3%; PhoP GFP inhibition: -16%; VEEV TC-83 Vero: 0.5%; tuberculosis growth: 4%; H37Rv inhibition: 8%

What do the screens show for `C=CCN1C(=O)C(Cc2ccc(SC(F)F)cc2)SC1=Nc1ccc(C(=O)O)cc1` (stereo unspecified)?
influenza NS1A: -6%; PhoP GFP inhibition: 7%; VEEV TC-83 Vero: 0.9%; tuberculosis growth: -2%; H37Rv inhibition: 0%

Results for CN(C)CCN(C(=O)c1ccc(S(=O)(=O)N(C)c2ccccc2)cc1)c1nc2cc3c(cc2s1)OCCO3 ?
influenza NS1A: 0%; PhoP GFP inhibition: 9%; VEEV TC-83 Vero: 0.0%; tuberculosis growth: 10%; H37Rv inhibition: -8%

Results for COc1ccc(OCCOC(=O)c2ccc(-n3cnnn3)cc2)cc1 ?
influenza NS1A: 6%; PhoP GFP inhibition: -6%; VEEV TC-83 Vero: 2.2%; tuberculosis growth: 4%; H37Rv inhibition: 4%

What do the screens show for `O=C1c2ccccc2C(=O)N1OCCOCCOCCBr`?
influenza NS1A: 0%; PhoP GFP inhibition: -11%; VEEV TC-83 Vero: inactive; tuberculosis growth: 3%; H37Rv inhibition: -4%

What do the screens show for `COc1ccc(NC(=O)C(NC(=O)CC2NC(=O)NC2=O)c2ccccc2)cc1` (stereo unspecified)?
influenza NS1A: 8%; PhoP GFP inhibition: -5%; VEEV TC-83 Vero: 0.8%; tuberculosis growth: 3%; H37Rv inhibition: -5%

How did O=C(c1ccc(OC2CCN(Cc3ccc(F)cc3)CC2)cc1)N1CCCC1 do in these assays?
influenza NS1A: 9%; PhoP GFP inhibition: 6%; VEEV TC-83 Vero: 0.5%; tuberculosis growth: 18%; H37Rv inhibition: 3%

What do the screens show for `Cc1nn(C)c(C)c1CN(C(=O)CCc1nnc(Cc2c[nH]c3ccccc23)o1)C(C)C`?
influenza NS1A: -11%; PhoP GFP inhibition: -2%; VEEV TC-83 Vero: inactive; tuberculosis growth: -4%; H37Rv inhibition: -8%

Results for O=C(Oc1ccccc1)c1ccccc1 ?
influenza NS1A: 3%; VEEV TC-83 Vero: 1.6%

Results for Cc1ccc(/C=N/NC(=O)c2ccc(NC(=O)c3ccc(Cl)cc3)cc2)o1 ?
influenza NS1A: 4%; PhoP GFP inhibition: 7%; VEEV TC-83 Vero: 1.8%; tuberculosis growth: 13%; H37Rv inhibition: 3%

How did Cc1ccccc1Oc1cc(-n2ncc(Cl)c(Cl)c2=O)ncn1 do in these assays?
influenza NS1A: -5%; PhoP GFP inhibition: 1%; VEEV TC-83 Vero: inactive; tuberculosis growth: inconclusive; H37Rv inhibition: inconclusive

How did Cc1csc(C2=C(O)CN(c3ccc4c(c3)OCCOCCOCCOCCO4)C2=N)n1 do in these assays?
influenza NS1A: -15%; VEEV TC-83 Vero: 1.1%

What do the screens show for `CCOc1ccc(NC(=O)NCCN2CCN(c3cccc(C)c3C)CC2)cc1`?
influenza NS1A: 5%; PhoP GFP inhibition: -10%; VEEV TC-83 Vero: inactive; tuberculosis growth: 61%; H37Rv inhibition: 7%

Results for C=CCNC(=O)COc1coc(CN2CCN(Cc3ccccc3)CC2)cc1=O ?
influenza NS1A: -10%; PhoP GFP inhibition: -5%; VEEV TC-83 Vero: 1.8%; tuberculosis growth: -5%; H37Rv inhibition: 12%

What do the screens show for `O=C(O)c1ccc(CSc2nc3ccccc3o2)cc1`?
influenza NS1A: -18%; PhoP GFP inhibition: 1%; VEEV TC-83 Vero: 3.5%; tuberculosis growth: 62%; H37Rv inhibition: -3%

Results for CSc1cc(C)c(OCC(=O)Nc2c(C)nn(C)c2C)c(C)c1 ?
influenza NS1A: -8%; PhoP GFP inhibition: 4%; VEEV TC-83 Vero: 5.0%; tuberculosis growth: -7%; H37Rv inhibition: -8%

How did CCOc1ccccc1/C=C(\C#N)C(=O)NC1CC1 do in these assays?
PhoP GFP inhibition: -12%; VEEV TC-83 Vero: 3.3%; tuberculosis growth: -5%; H37Rv inhibition: -11%

What do the screens show for `COc1ccc(-n2ncc3c2CC(C)(C)CC3NC(=O)CCCN2CCCC2=O)cc1` (stereo unspecified)?
influenza NS1A: 2%; PhoP GFP inhibition: -11%; VEEV TC-83 Vero: 0.5%; tuberculosis growth: -17%; H37Rv inhibition: -9%

Results for COc1ccc(-c2sc3ccc(OC)cc3c2-c2ccc(OCCN3CCOCC3)cc2)cc1 ?
influenza NS1A: -1%; VEEV TC-83 Vero: 3.8%

Results for O=C(Nc1ccc(Br)cn1)c1ccc(Cl)s1 ?
influenza NS1A: -7%; PhoP GFP inhibition: -24%; VEEV TC-83 Vero: 0.3%; tuberculosis growth: inconclusive; H37Rv inhibition: 3%

How did Cc1ccc(NC(=O)C2CC(=O)N/C(=N/NC(=O)c3ccc(C)cc3)S2)cc1 (stereo unspecified) do in these assays?
influenza NS1A: 0%; PhoP GFP inhibition: 2%; VEEV TC-83 Vero: inactive; tuberculosis growth: -1%; H37Rv inhibition: -7%

Sorted by formula weight (descending): some entries from above.
How did Cc1ccccc1Oc1cc(-n2ncc(Cl)c(Cl)c2=O)ncn1 do in these assays?
influenza NS1A: -5%; PhoP GFP inhibition: 1%; VEEV TC-83 Vero: inactive; tuberculosis growth: inconclusive; H37Rv inhibition: inconclusive

How did COc1ccc2nc(NC(=O)c3cccs3)sc2c1 do in these assays?
PhoP GFP inhibition: 9%; VEEV TC-83 Vero: 3.5%; tuberculosis growth: 54%; H37Rv inhibition: -4%

Results for O=C(Oc1ccccc1)c1ccccc1 ?
influenza NS1A: 3%; VEEV TC-83 Vero: 1.6%

Gathered by group: the compounds so far containing a thiophene ring, fused or not (3)
How did COc1ccc2nc(NC(=O)c3cccs3)sc2c1 do in these assays?
PhoP GFP inhibition: 9%; VEEV TC-83 Vero: 3.5%; tuberculosis growth: 54%; H37Rv inhibition: -4%

Results for COc1ccc(-c2sc3ccc(OC)cc3c2-c2ccc(OCCN3CCOCC3)cc2)cc1 ?
influenza NS1A: -1%; VEEV TC-83 Vero: 3.8%

Results for O=C(Nc1ccc(Br)cn1)c1ccc(Cl)s1 ?
influenza NS1A: -7%; PhoP GFP inhibition: -24%; VEEV TC-83 Vero: 0.3%; tuberculosis growth: inconclusive; H37Rv inhibition: 3%

Next part
What do the screens show for `O=C1CCC(C(=O)O)N1` (stereo unspecified)?
influenza NS1A: -1%; PhoP GFP inhibition: 12%; VEEV TC-83 Vero: 0.1%; tuberculosis growth: 1%; H37Rv inhibition: -8%

How did CCOc1ccc(C(=O)OCC(=O)NC2CCCCCCC2)cc1 do in these assays?
influenza NS1A: -3%; VEEV TC-83 Vero: 2.7%; tuberculosis growth: 28%; H37Rv inhibition: 6%

Results for COc1cccc(N2C(=O)C3CCCN3C2c2cccs2)c1 (stereo unspecified) ?
influenza NS1A: 1%; PhoP GFP inhibition: 0%; VEEV TC-83 Vero: 1.2%; tuberculosis growth: 24%; H37Rv inhibition: 0%

How did Cc1cc(C)cc(NC(=S)N2CCN(c3ccc(F)cc3)CC2)c1 do in these assays?
influenza NS1A: 4%; PhoP GFP inhibition: -2%; VEEV TC-83 Vero: 1.1%; tuberculosis growth: 0%; H37Rv inhibition: -2%

How did O=C(CSc1nc(-c2ccccc2)cc(=O)[nH]1)Nc1ccc(F)c(F)c1 do in these assays?
influenza NS1A: 23%; PhoP GFP inhibition: -6%; VEEV TC-83 Vero: inactive; tuberculosis growth: -11%; H37Rv inhibition: -3%

How did COc1ccc(-c2noc(CNC(=O)c3ccoc3C)n2)cc1 do in these assays?
influenza NS1A: 1%; PhoP GFP inhibition: 15%; VEEV TC-83 Vero: inactive; tuberculosis growth: 15%; H37Rv inhibition: -6%

What do the screens show for `CCNC(=O)NC(=O)CN(C)c1ccccc1`?
influenza NS1A: -1%; PhoP GFP inhibition: -5%; VEEV TC-83 Vero: 0.2%; tuberculosis growth: -1%; H37Rv inhibition: -5%

Results for Nc1nonc1-n1nnc(C(=O)N/N=C/c2ccc(Br)cc2)c1CSC1=NCCS1 ?
influenza NS1A: -3%; PhoP GFP inhibition: 7%; VEEV TC-83 Vero: 0.9%; tuberculosis growth: 7%; H37Rv inhibition: 7%

Results for CCc1nnc(NC(=O)CSc2nnc(CNc3cccc(Cl)c3)n2CC)s1 ?
influenza NS1A: -8%; PhoP GFP inhibition: -2%; VEEV TC-83 Vero: 0.7%; tuberculosis growth: 14%; H37Rv inhibition: -8%

Results for O=C(O)CC1c2ccccc2C=Cc2ccccc21 ?
influenza NS1A: 12%; PhoP GFP inhibition: -2%; VEEV TC-83 Vero: 0.4%; tuberculosis growth: -12%; H37Rv inhibition: 1%

Screens from PubChem BioAssay.
